Bioassay records as filed in PubChem BioAssay.
ELG1 repair inh = inhibitors of ELG1-dependent DNA repair in HEK293T cells | HEK293T ELG1-luciferase reporter, luminescence, 16 h; DNA damage induced by 5-fluorouridine | Potency, µM (highest dose often 46.1 µM), inactives show at the top dose activity change, negative = inhibition, hits mostly inhibitors | actives 2.3% (n = 330,000) | AID 504467; also: potency is read from the fitted curve at half-maximal effect; % is scaled to controls: 0 for no effect and ±100 for the full control effect; nearly all actives have a fitted effect of over 55% in size
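HEK293T cells expressing luciferase-tagged ELG1 (2,000/well) received 5-Fluorouridine plus compound or DMSO for 16 hr at 37 °C. Luciferase was read by ONE-Glo luminescence after 30 min at room temperature.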
MBNL1-CUG inh = inhibitors of human MBNL1 binding to CUG repeat RNA; TR-FRET MBNL1-His/biotin-(CUG)12 binding, 665/545 ratio; actives 0.036% (n = 280,000); AID 2675; Potency, µM (series often up to 57.5 µM), for inactives: at the top dose activity change, negative = inhibition, hits mostly inhibitors; active = well fitted inhibition curve with a large enough effect in the signal ratio, with a control signal flat, not every such curve was filed as active; inconclusive = small, poorly fitted or top-dose-only effect, or effect the other way, or a change in a side signal; inactive = no such curve, though single readings can be large or run the other way; the % refers to the signal ratio; also: potency is read from the fitted curve at half-maximal effect; % is scaled to controls: 0 for no effect and ±100 for the full control effect
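Compound titration spanned 92 nM–58 uM against the MBNL1-His/biotin-(CUG)12 complex. After 60 min at room temperature with 5 nM streptavidin-XL665 and 0.055 ng/ul terbium anti-His, ratiometric 665/545 nm emission (Ex 340 nm) normalized to controls.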
FLuc counter = inhibits or activates purified firefly luciferase, miR-21 counter-screen. P08659. purified FLuc, Km substrates, luminescence inhibition. Potency, µM (titrated, usually from 57.5 µM), for inactives: at the highest dose activity change, negative = inhibition, usual class: inhibitors. actives 6.9% (n = 360,000). AID 588342;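 also: potency is read from the fitted curve at half-maximal effect; plate controls were vehicle for no effect and reference inhibitor for full effect; nearly all actives have a fitted effect of over 55% in size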
Target sequence (P08659 whole entry, looked up): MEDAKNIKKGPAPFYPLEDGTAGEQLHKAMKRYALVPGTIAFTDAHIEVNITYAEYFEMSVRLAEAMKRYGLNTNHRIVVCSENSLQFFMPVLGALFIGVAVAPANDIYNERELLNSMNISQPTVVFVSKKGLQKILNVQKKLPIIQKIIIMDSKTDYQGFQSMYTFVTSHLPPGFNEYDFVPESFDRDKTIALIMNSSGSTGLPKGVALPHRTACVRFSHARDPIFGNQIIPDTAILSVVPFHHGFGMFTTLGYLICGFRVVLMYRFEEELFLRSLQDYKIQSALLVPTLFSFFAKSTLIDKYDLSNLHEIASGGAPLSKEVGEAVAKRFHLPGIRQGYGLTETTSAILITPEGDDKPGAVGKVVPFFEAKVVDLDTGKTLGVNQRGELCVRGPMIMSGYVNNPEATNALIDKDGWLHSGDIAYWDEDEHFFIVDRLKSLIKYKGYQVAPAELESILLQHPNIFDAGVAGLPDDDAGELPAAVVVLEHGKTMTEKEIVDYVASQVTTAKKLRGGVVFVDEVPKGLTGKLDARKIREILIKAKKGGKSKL
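Biochemical qHTS of compounds, final roughly 60 µM downward over six points, against 10 nM purified firefly luciferase using Km concentrations of substrates (10 uM D-luciferin, 10 uM ATP) in Tris acetate pH 7.5 buffer; luminescence output.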
Rab9 prom act = Rab9 promoter activation | Huh7 Rab9 promoter-luciferase reporter, luminescence, 24 h | Potency, µM (highest dose often 9.22 µM), inactives show at the highest dose activation, negative = inhibition, hits mostly activators | actives 2.8% (n = 320,000) | AID 485297; also: potency is read from the fitted curve at half-maximal effect; % of control where 0% means no effect; nearly all actives have a fitted effect of over 60% in size
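Luminescence from Amplite-detected luciferase (10 minutes, ambient) reports Rab9 promoter activation. Before that, stable Rab9-luciferase Huh7 cells (1500/well, reduced-serum OP-MEM I plus 10% FBS) were exposed to compound for 24 hours at 37C.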
Gal4-VP16 FLuc = Gal4-VP16 reporter inhibition counter-screen | Drosophila S2 Gal4-VP16 UAS-luciferase, luminescence, 20 h | Potency, µM (highest dose often 53.6 µM), without a hit: top-dose activity, negative = inhibition, hits mostly inhibitors | actives 3.5% (n = 310,000) | AID 2546;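 also: Gal4-VP16 expression switched on by copper sulfate through the metallothionein promoter; potency is read from the fitted curve at half-maximal effect; % is scaled to controls: 0 for no effect and ±100 for the full control effect; nearly all actives have a fitted effect of over 50% in size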
RORg inh = ROR gamma (mouse) transcription inhibition. P51450. Drosophila S2 Gal4-RORgamma UAS-luciferase reporter, 20 h. Potency, µM (titrated, usually from 53.6 µM), without a hit: top-dose activity change, negative = inhibition, usual class: inhibitors. actives 5.4% (n = 310,000). AID 2551; also: potency is read from the fitted curve at half-maximal effect; % is scaled to controls: 0 for no effect and ±100 for the full control effect; nearly all actives have a fitted effect of over 60% in size
Target sequence (P51450 whole entry, looked up, the tested form may be a part): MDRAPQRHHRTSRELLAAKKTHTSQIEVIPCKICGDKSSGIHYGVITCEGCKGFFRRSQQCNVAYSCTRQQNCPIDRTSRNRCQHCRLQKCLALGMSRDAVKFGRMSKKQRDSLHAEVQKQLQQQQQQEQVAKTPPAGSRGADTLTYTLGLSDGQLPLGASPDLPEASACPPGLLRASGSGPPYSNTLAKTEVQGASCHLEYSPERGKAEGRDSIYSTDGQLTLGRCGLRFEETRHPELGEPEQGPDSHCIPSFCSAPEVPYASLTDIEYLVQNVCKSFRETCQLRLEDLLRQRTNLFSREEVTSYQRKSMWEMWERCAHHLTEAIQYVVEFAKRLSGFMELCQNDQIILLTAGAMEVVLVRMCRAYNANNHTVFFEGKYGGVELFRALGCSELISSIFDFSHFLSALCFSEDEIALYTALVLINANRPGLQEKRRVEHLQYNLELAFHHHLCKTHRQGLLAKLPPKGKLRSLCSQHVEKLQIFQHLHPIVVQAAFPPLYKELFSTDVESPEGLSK
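Stably transfected Drosophila Schneider cells are the test system, with ROR gamma fused to Gal4 and luciferase under UAS control; luminescence is read after 20 hr of 700 uM copper sulfate induction at ambient temperature.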
Menin MLL FP TR = inhibitors of human menin-MLL interaction, mutant MLL peptide; Menin + Texas Red MLL mutant peptide, fluorescence polarization; AID 1768; actives 0.23% (n = 270,000); O00255; Potency, µM (doses to about 61.6 µM), without a hit: at the top dose FP activity change, negative = inhibition, actives largely listed as inhibitors; active = well fitted inhibition curve with a large enough effect in the polarisation, with a control signal flat, not every such curve was filed as active; inconclusive = small, poorly fitted or top-dose-only effect, or effect the other way, or a change in a side signal; inactive = no such curve, though single readings can be large or run the other way; the % refers to the polarisation; also: potency is read from the fitted curve at half-maximal effect; % of control where 0% means no effect; many of its hits are not listed in these tables
Mito fusion act = mitochondrial division inhibition or fusion activation. S. cerevisiae fusion-defective mutant growth rescue, CellTiterGlo 48 h. Potency, µM (titrated, usually from 46.1 µM), for inactives: at the top dose growth rescue (activation), most hits filed as activators. actives 0.23% (n = 320,000);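 also: potency is read from the fitted curve at half-maximal effect; % of control where 0% means no effect; nearly all actives have a fitted effect of over 45% in size; temperature-sensitive fusion mutants such as fzo1-1 at 37 °C on non-fermentable ethanol glycerol medium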
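Compounds are tested for their ability to restore growth of mitochondrial fusion-defective yeast strains at non-permissive 37C in YPEG medium over 48 hours. Viability is quantified by luciferase luminescence.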
KCNH2 3.1 inh = KCNH2 3.1 (human) potassium channel inhibition; activity change, % (tested at about 1.8 µM); actives 0.95% (n = 340,000); U2OS KCNH2 3.1, thallium flux FluxOr; stronger effect = lower value;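 active = maximum activity change below -70%; inconclusive = maximum activity change from -70% to -50%; inactive = maximum activity change above -50%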;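 also: thallium influx rate constant from kinetic fluorescence after stimulation buffer; % is scaled to controls: 0 for no effect and ±100 for the full control effect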
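Kinetic fluorescence (2 min after stimulation buffer) measures Tl+ influx through KCNH2 3.1 expressed by viral transduction in U2OS cells; the rate constant is normalized against DMSO controls serving as positive and negative references.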
PKM2 act = increases activity of human pyruvate kinase M2 | P14618 | purified PKM2, Kinase-Glo ATP luminescence, activation; response scale: 0% is enzyme alone, no compound | Potency, µM (doses to about 57.5 µM), for the others: at the top dose activation, usual class: activators | actives 0.34% (n = 260,000) | AID 1631; also: potency is read from the fitted curve at half-maximal effect; % is scaled to controls: 0 for no effect and ±100 for the full control effect; nearly all actives have a fitted effect of over 55% in size
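Purified hPK-M2 (>95% pure) converted ADP (0.1 mM final) to ATP with 0.5 mM PEP in 50 mM imidazole pH7.2, KCl, MgCl2, Tween 20, BSA; 1 h at room temperature. ATP detected by Kinase-Glo luminescence.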
NPC1 promoter act = activates the NPC1 promoter | actives 2.4% (n = 320,000) | Huh7 NPC1 promoter luciferase reporter, 24 h | Potency, µM (highest dose often 9.22 µM), for the others: at the top dose activation, actives largely listed as activators;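 also: potency is read from the fitted curve at half-maximal effect; % of control where 0% means no effect; nearly all actives have a fitted effect of over 60% in size; reporter is driven by a mutant NPC1 promoter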
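Stable NPC1-promoter luciferase Huh7 line; cpd (DMSO) 24 h, 37 °C, 5% CO2; Amplite luciferase reagent 10 min RT; luminescence readout. qHTS format.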
Active calls of the source: *; ? = inconclusive; . = no result given; [ ] = another dose, or the depositor's remark. Unless noted, calls follow the shape of the dose curve; as a rule, active = well fitted curve in the direction sought with a large enough effect; inconclusive = small, poorly fitted or top-dose-only effect, or another doubt; inactive = no such curve, though single readings can be large; an effect the other way counts as inactive or inconclusive. The list is partial; the hit share may differ from the screen's.

SMILES	Mito fusion act	KCNH2 3.1 inh	RORg inh	PKM2 act	ELG1 repair inh	Gal4-VP16 FLuc	MBNL1-CUG inh	Menin MLL FP TR	FLuc counter	NPC1 promoter act	Rab9 prom act
CN1/C(=C\C(=O)COc2ccc3c(c2)OCO3)C(C)(C)c2ccccc21	?	-12	9%	7%	-28%	?	16%	-14%	-12%	1%	-5%
COCc1cc(=O)n2c([nH]c3ccccc32)c1C#N	5%	-1	3%	-3%	?	10%	7%	30%	19µM*	-1%	8%
CCOC(=O)c1ccccc1OCc1cc(/C=N/NC(=O)c2cccnc2)ccc1OC	3%	12	-17%	3%	?	-2%	0%	.	-1%	-3%	-2%
CN(CC(=O)Nc1ccc(F)cc1)C(=O)COC(=O)c1ccc(=O)n(Cc2ccccc2)n1	-7%	13	.	.	1%	.	.	.	.	-8%	3%
CCc1ccc(CNC(=O)CCc2cn(C)c3ccccc23)cc1	5%	5	13%	.	?	1%	-5%	-9%	0%	-8%	-2%
O=C(N/N=C1\C2CN3CCN(C2)CC1(c1ccccc1)C3)Nc1ccccc1	-1%	-4	23%	0%	-10%	0%	1%	1%	-1%	1%	1%
COc1ccc2[nH]c(C(=O)O)c(CCC(=O)O)c2c1	-7%	16	-24%	3%	?	6%	2%	4%	6%	1%	0%
Cc1nn(C)c(=O)n1-c1ccccc1	?	2	-15%	-6%	8%	-24%	-8%	6%	-1%	-4%	2%
Cc1ccc(Nc2ncc3c(n2)CC(c2ccco2)CC3=O)c(C)c1 (centres undefined)	4%	-1	23%	18%	-4%	-1%	-2%	-20%	0%	-4%	0%
CCC(c1nnnn1Cc1cccs1)N1CCN(c2nc3ccccc3s2)CC1 (centres undefined)	30%	-44	?	5%	?	3%	-6%	-3%	-1%	-1%	13%
O=C(CN1CCN(C(=O)c2cccc(F)c2)CC1)Nc1ccccc1F	2%	0	-4%	-3%	6%	-4%	-1%	2%	2%	2%	-8%
Cc1nn(C(=O)CCCC(=O)NCc2ccccc2)c2ccccc12	-2%	9	-10%	.	-1%	0%	-1%	.	-3%	-1%	-4%
COc1cc2c(cc1OC)C(c1ccc(Cl)cc1)CC(=O)N2 (centres undefined)	1%	-5	19%	3%[11.5 µM]	-18%	-17%	0%	1%	-1%	0%	0%
O=C(CCn1c(=O)oc2ccccc21)NCCC1=CCCCC1	2%	2	0%	1%	4%	5%	6%	.	-2%	-2%	-1%
COc1cccc(NC(=O)CSc2ncnc3c2oc2ccccc23)c1	0%	-7	9%	-4%	-14%	-3%	?	?	-2%	-3%	-5%
O=C1c2ccccc2-c2ccc(C(=O)N3CCCCC3)cc21	2%	7	1%	-9%	?	-15%	?	-6%	27µM*	?	?
CCCCC(CC)CN1C(=O)/C(=C/c2ccncc2)SC1=S (centres undefined)	-5%	-3	12%	-17%	?	-26%	-7%	-3%	-3%	-10%	-4%
O=C(CSc1nnc(CNC(=O)c2cccs2)o1)Nc1ccc(Cl)cc1	0%	-17	9%	.	-6%	-12%	-4%	.	4%	1%	0%
CC(C)=CCCC1=CCC(/C(C)=N/NC(N)=O)CC1 (centres undefined)	-1%	-1	-1%	-1%	18%	-12%	-10%	?	-4%	-1%	2%
CCn1c(CC(=O)Nc2ccc(F)cc2)nnc1SCC(=O)Nc1nncs1	-1%	11	?	1%	-11%	-4%	-1%	-12%	0%	-2%	-3%
CCc1ccc(C(=O)CN2CCSC2=N)cc1	6%	2	-33%	14%	?	-22%	-11%	3%	3µM*	1.6µM*	0.71µM*
CCOC(=O)C1(CCCc2ccccc2)CCN(C(=O)C2CCCO2)CC1 (centres undefined)	2%	5	28%	3%	-17%	-21%	-5%	-12%	1%	0%	-8%
COc1ccc(CNC(=S)Nc2cc(C)ccc2C)cc1	-7%	-12	7.9µM*	10%	-1%	7.1µM*	2%	.	-1%	-3%	-7%
O=C(CSCc1ccccc1)Nc1ccc(S(=O)(=O)Nc2ncccn2)cc1	-5%	19	-8%	0%	-6%	-11%	-2%	19%	-2%	2%	-3%
COc1cc(C(=O)NNC(=O)c2n[nH]c3ccccc23)cc(OC)c1OC	1%	17	.	.	-4%	.	.	.	1%	4%	-1%
O=c1[nH]cnc2scc(C3COc4ccccc4O3)c12 (centres undefined)	3%	-6	10%	14%	?	6%	-11%	0%	?	9%	17%
Cc1nc(-c2ccc(Cl)cc2)sc1C(=O)NN	-16%	12	-2%	9%	?	-8%	7%	.	?	2%	1%
O=C(NCc1ccco1)C1CCCN1S(=O)(=O)c1ccccc1C(F)(F)F (centres undefined)	3%	-3	?	0%	-2%	-4%	2%	.	-2%	2%	-7%
CC(C)(C)NCc1cccn1-c1sc2c(c1C#N)CCCC2	-4%	4	-5%	10%	-18%	-3%	1%	-18%	2%	0%	0%
Cc1ccccc1OCC(=O)N/N=C1\CCOc2c(C)cccc21	3%	5	-22%	-2%	?	-10%	-11%	-27%	3%	27%	?
O=C(COC(=O)C1CC(=O)N(c2ccccc2)C1)c1ccccc1 (centres undefined)	3%	9	16%	0%	24%	-3%	-3%	4%	13%	2%	-3%
COc1ccc(OC)c(/C=N/NC(=O)c2ccc(N(C)S(=O)(=O)c3ccccc3)cc2)c1	16%	-5	-15%	-4%	-11%	-5%	18%	8%	-2%	-1%	1%
CCCN=C1CC(C)(C)CC(=O)/C1=C(/O)CCC	13%	1	0%	-3%	-13%	10%	-5%	-1%	2%	-5%	-8%
CN(C(=O)COC(=O)c1cc(-c2ccco2)nc2ccccc12)C1CCS(=O)(=O)C1 (centres undefined)	10%	-3	1%	?	-1%	12%	?	.	?	-3%	-2%
CC(C)(C)NC(=O)C(c1ccc(F)cc1)N(Cc1ccccc1Cl)C(=O)c1ccn[nH]1 (centres undefined)	3%	2	21%	.	13%	4%	-2%	-1%	6%	-1%	0%
CCc1ccc(NC(=O)C(=S)NC2CCCCC2)cc1	9%	-6	2%	-4%	?	-13%	7%	4%	3µM*	0.79µM*	0.63µM*
CC(Oc1cc2oc(=O)c3c(c2cc1Cl)CCC3)C(=O)NCCCN1CCOCC1 (centres undefined)	20%	-1	-19%	.	4%	-12%	-5%	7%	-1%	-3%	-3%
Cc1cc(C(=O)CSc2nc(N)cc(N)n2)c(C)n1C1CC1	-19%	-6	10%	?	-17%	-3%[10 µM]	-8%	-9%	-4%	-2%	-4%
COCCNC(=O)C1CCC(CNS(=O)(=O)c2ccc3c(c2)CC(C)N3C(=O)C2CC2)CC1 (centres undefined)	-1%	-1	6%	.	-1%	6%	12%	.	1%	-1%	-5%
C=C(C)Cc1c(C)c(C#N)c2nc3ccccc3n2c1NCCCN(C)C	-5%	-2	-32%	-14%	-6%	1%	-4%	.	0%	10%	-3%
O=C(Nc1ccc(C(=O)N2CCOCC2)cc1)c1cc(-c2cccnc2)nc2ccc(Br)cc12	0%	1	-31%	0%	9.2µM*	-20%	12%	20%	?	-6%	-4%
Cc1ccc(NC(=O)CCNC(=O)c2ccc([N+](=O)[O-])cc2)cc1C	-2%	-1	3%	.	1%	-8%	?	-4%	1%	-1%	0%
O=C(CSc1nccc(-c2cccs2)n1)Nc1cccc(Cl)c1	29%	15	?	19%	?	?	.	.	3%	14%	2%
CC(=O)c1cc(F)c(N2CCN(C(=O)Cc3ccccc3)CC2)cc1C	13%	-4	25%	12%	?	-12%	-1%	1%	4%	4%	-3%
COc1cccc(C(=O)Nc2ccc(S(=O)(=O)Nc3cc(C)nc(C)n3)cc2)c1	-2%	9	?	-8%	2%	-25%	10%	?	1%	-6%	-14%
CN(C)c1ccc(/C=C/c2cccc[n+]2[O-])cc1	0%	-5	-24%	-6%	?	-6%	?	.	19µM*	?	2.5µM*
O=C(NCC(=O)N1CCC2(CC1)NCCc1[nH]cnc12)c1cccc(Cl)c1	-7%	-4	-2%	.	21%	1%	-2%	.	4%	-3%	0%
Cc1cccc(S(=O)(=O)NCCc2ccccc2)c1	5%	-4	0%	-4%	0%	26%	-1%	-8%	1%	-2%	0%
